Screening results deposited in PubChem BioAssay by several laboratories.
IEC-6 cytotox: IEC-6 cytotoxicity, counter-screen for KLF5 inhibitors; luminescence viability; 0.78% of 290,000 active; AID 1825; inhibition, % at 5 µM; in the data active means inhibition above about 22%;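 further: 0% = plate median of test compound wells and 100% = cytotoxic reference compound wells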
TRPC6 activator: activates the mouse TRPC6 cation channel; B-score at 10 µM; HEK293-TRPC6 membrane potential dye fluorescence; active compounds read high; Q61143; 0.13% of 310,000 active;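 active means B-score of the integrated fluorescence ratio above library mean plus 3 SD, and starting fluorescence ratio within library mean plus 5 SD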;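 further: higher score means more depolarization so channel activation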
TRPC4 act: activators of mouse TRPC4 channel. Q9QUQ5. B-score at 10 µM. 0.49% of 310,000 active. HEK293 TRPC4beta/mu-opioid, Fluo4 calcium fluorescence; active compounds read high;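 active means B-score above 5 SD of library B-scores, and initial fluorescence ratio not above library mean plus 5 SD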;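 further: positive B-score marks a calcium rise read as TRPC4 activation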
Target sequence (Q9QUQ5 whole entry, looked up): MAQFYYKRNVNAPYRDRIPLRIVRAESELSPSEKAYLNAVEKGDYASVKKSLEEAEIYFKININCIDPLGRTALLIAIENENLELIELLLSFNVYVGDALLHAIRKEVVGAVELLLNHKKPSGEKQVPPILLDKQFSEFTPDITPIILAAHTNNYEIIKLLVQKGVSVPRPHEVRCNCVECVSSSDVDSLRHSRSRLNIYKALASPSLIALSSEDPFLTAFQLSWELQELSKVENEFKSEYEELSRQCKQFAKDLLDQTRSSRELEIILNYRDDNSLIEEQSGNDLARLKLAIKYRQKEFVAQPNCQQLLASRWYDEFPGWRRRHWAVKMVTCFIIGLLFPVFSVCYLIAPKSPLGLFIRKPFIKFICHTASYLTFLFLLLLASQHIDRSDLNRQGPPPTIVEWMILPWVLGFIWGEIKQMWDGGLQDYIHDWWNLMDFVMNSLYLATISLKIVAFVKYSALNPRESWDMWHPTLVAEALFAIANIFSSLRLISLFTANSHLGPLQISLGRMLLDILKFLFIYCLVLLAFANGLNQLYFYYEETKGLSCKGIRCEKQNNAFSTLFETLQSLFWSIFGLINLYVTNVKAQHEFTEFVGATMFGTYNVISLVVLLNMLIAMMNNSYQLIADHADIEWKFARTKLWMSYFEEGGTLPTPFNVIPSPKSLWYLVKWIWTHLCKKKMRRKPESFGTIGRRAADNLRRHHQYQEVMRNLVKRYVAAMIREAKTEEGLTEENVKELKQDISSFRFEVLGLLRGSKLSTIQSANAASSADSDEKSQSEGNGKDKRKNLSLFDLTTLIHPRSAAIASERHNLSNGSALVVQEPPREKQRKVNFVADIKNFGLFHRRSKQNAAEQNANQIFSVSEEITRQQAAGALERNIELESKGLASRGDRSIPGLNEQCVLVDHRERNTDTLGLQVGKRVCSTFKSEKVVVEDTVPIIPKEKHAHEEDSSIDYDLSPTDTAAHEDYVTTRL
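Assay system: HEK293 stable line with TRPC4beta plus mu-opioid receptor. Times: dye 45 min RT, read 110 s. Measured by: kinetic Fluo4 calcium fluorescence. Measure: B score of integrated ratio. Controls: assay buffer as low control, maximal DAMGO as high control.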
aSyn UTR inh: 5' untranslated region of α-synuclein, MLPCN primary screen | alpha-synuclein 5'UTR reporter, inhibitor activity | inhibition, % (tested at 7.5 µM) | 0.82% of 300,000 active; in the data active means inhibition above about 60%;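 further: H4 neuroglioblastoma cells stably carrying SNCA 5'UTR luciferase fusion; 0% = DMSO wells and 100% = positive control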
KLF5 inh: inhibitors of KLF5 expression; AID 1700; 0.23% of 290,000 active; inhibition, % at 5 µM; DLD-1 KLF5 promoter-luciferase reporter, luminescence;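 active means inhibition above a per-plate limit of that plate's mean compound inhibition plus 3 SD, cut at about 60% in these data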;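 further: 0% = DMSO wells and 100% = LY294002 at 200 µM; higher means less KLF5 promoter-driven luciferase light; inactives centre near -14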
TRPC4 PAM: allosterically enhances the mouse TRPC4 cation channel; B-score at 10 µM; Q9QUQ5; 0.42% of 310,000 active; HEK293 TRPC4beta/mu-opioid, DAMGO EC20, Fluo-4 Ca2+ flux; active compounds read high;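 active means B-score of calcium response area above 5 SD of library B-scores, with initial fluorescence ratio within 5 SD of library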;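 further: B-score of integrated fluorescence ratio over time as area under calcium response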
HIF act: HIF pathway transcriptional activation; activation, % at 7.5 µM (by protocol); U2OS HRE-luciferase reporter, luminescence; normalized: DMSO 0%, desferrioxamine 100%; 0.32% of 300,000 active; AID 1910;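 active means mean activation of at least 10% of the iron chelator positive control signal, with at least half of replicates also reaching 10%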
TRPC4 block: TRPC4 (mouse) channel inhibition; B-score at 10 µM; 0.39% of 300,000 active; HEK293 TRPC4beta/mu-opioid, DAMGO-evoked Fluo4 calcium flux; active compounds read low;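 active means B-score over 3 SD under the library average, no early fluorescence shift, positive overall ratio signal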
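Assay system: TRPC4beta/mu-opioid receptor HEK293 cell line; compound dosing: single concentration per test compound; detection: Fluo4 Ca2+ flux fluorescence; evaluation: per-well B score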
TRPC6 inhibitor: blocks the mouse TRPC6 cation channel; Q61143; HEK293-TRPC6, membrane potential dye, ACh-evoked depolarization; active compounds read low; B-score at 10 µM; 1.1% of 310,000 active; AID 2553;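 active means B-score under library mean minus 3 SD, initial fluorescence not abnormally high, positive integrated signal ratio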;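 further: B-score derived from integrated fluorescence ratio over the kinetic read; more negative B-score means stronger inhibition of depolarization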
MrgX1 antagonist: blocks BAM8-22 activation of human MrgX1 receptor | 1.3% of 310,000 active | Q96LB2 | B-score at 10 µM | MRGX1-HEK293 calcium flux, Fluo-4, BAM8-22 antagonism; active compounds read low;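 active means calcium-response B-score plate-corrected more than 3 library SD below zero, starting fluorescence within 5 deviations, no agonist response on first addition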;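 further: peak minus trough fluorescence over baseline after final BAM8-22 challenge near maximal dose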
SKKanGAS inh: inhibitors of SKKanGAS S. pyogenes growth in kanamycin (SK-promoter or general growth effect); 1.3% of 300,000 active; inhibition, % at 7.5 µM; BacTiter-Glo, 6 h;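 active means mean replicate score, as percent of positive control median, at least 50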;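 further: strain carries kanamycin resistance gene driven by streptokinase promoter and grows in 40 µg/ml kanamycin; loss of luminescence reflects streptokinase promoter inhibition or plain growth inhibition; 0% = median of DMSO wells and 100% = positive control at its reference dose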
Numbers without * were called inactive; i = inactive; nt = no result given.

canonical_smiles	TRPC4 block	IEC-6 cytotox	TRPC4 act	aSyn UTR inh	HIF act	MrgX1 antagonist	TRPC6 activator	TRPC6 inhibitor	TRPC4 PAM	KLF5 inh	SKKanGAS inh
CC1(C)CC(n2c(=S)[nH]c3ccccc3c2=O)CCO1 (stereo unspecified)	i	-4	i	15	-0.2	i	i	i	i	-20	13
Cc1ccc(C2=NS(=O)(=O)N(C)C(C(=O)NCc3cccs3)=C2)cc1	i	4	i	-5	0.0	i	i	i	i	-14	4
Cc1cccn2c(=O)c(/C=C(\C#N)S(=O)(=O)c3ccccc3)c(Oc3ccc(Cl)cc3)nc12	i	-5	i	1	-0.2	i	i	i	i	-22	5
Cn1c(SCC(=O)Nc2nccs2)nnc1-c1ccco1	i	-4	i	-8	0.5	i	i	i	i	-33	-1
N=c1n(CCO)c2ccccc2n1CCOc1ccccc1	i	9	i	11	0.4	i	i	i	i	7	3
COc1ccc(S(=O)(=O)N2CCCC2)cc1C(=O)O	i	-2	i	-9	-40	i	i	i	i	-10	0
CCN1CCN(C(c2ccccc2F)c2nnnn2Cc2ccc3c(c2)OCO3)CC1 (stereo unspecified)	i	2	i	5	0.3	i	i	i	i	-4	2
COC(=O)Cc1[nH]nc2c1C(c1cccc(OC)c1OC)C(C#N)=C(N)O2 (stereo unspecified)	i	-4	i	35	-0.2	i	i	i	i	-39	0
O=C(Cc1cc(=O)[nH]c(=O)[nH]1)NCCN1CCOCC1	i	-2	i	-21	0.1	i	i	i	i	-26	-5
O=C(O)[C@@H]1Cc2c([nH]c3ccccc23)C2CCC(=O)N21 (stereo partly specified)	i	-3	i	-4	1.8	i	i	i	i	-18	-10
O=C1CCC(C(=O)Nc2nnc(C3CC3)s2)=NN1	i	-8	i	30	1.2	i	i	i	i	11	nt
CCOC(=O)c1c(NC(=O)CSc2cccc[n+]2[O-])sc(C(=O)Nc2ccccc2)c1C	nt	1	i	-105	2.2	i	i	i	i	-31	5
O=C(CCSc1ccccc1)N1CCOCC1	i	13	i	-89	-0.8	i	i	i	i	-156	-1
COC(=O)CNC(=O)COC(=O)Cc1ccc(Cl)cc1	i	1	i	3	-0.7	i	i	i	i	-11	0
CCCCCOC(=O)c1ccc(NC(=O)c2ccco2)cc1	i	1	i	-13	-0.5	i	i	-13*	i	-19	1
Cc1cccc(Oc2nc(-c3cccc([N+](=O)[O-])c3)nc3ccccc23)c1C	i	1	i	-16	-0.1	i	i	i	i	-6	10
CCCCCCC1/C(=N\NC(=O)c2ccccc2)CCC1C(=O)OC (stereo unspecified)	i	0	i	-7	2.4	i	i	i	i	-22	0
O=C(OCc1ccccc1)c1ccc(Br)o1	i	4	i	3	0.4	i	i	i	i	-15	4
COc1ccc(CCN(C)CC(=O)Nc2ccc(F)c(Cl)c2)cc1OC	i	4	i	6	-0.6	i	i	i	i	-7	-2
Cc1ccc(CC(=O)NCc2ccc(F)cc2)cc1	i	50*	i	3	1.1	-5*	i	i	i	20	-2
O=C(NC1CCCCC1)c1cc(S(=O)(=O)N2CCCC2)ccc1Cl	i	-4	i	-1	-0.1	i	i	i	i	-21	0
CC(=O)Nc1cccc(Cl)c1C(=O)O	i	5	i	-3	0.0	i	i	i	i	10	-2
CC1CCCCN1CC(=O)Nc1sc2c(c1C#N)CCC2 (stereo unspecified)	i	4	i	14	0.2	i	i	i	i	-7	3
CCCc1nc2oc3ccccc3c(=O)c2c(=O)n1-c1ccccc1	i	4	i	-153	3.4	i	i	i	i	-31	10
CCOc1ccc(S(=O)(=O)n2cc(-c3ccccc3)c(N)n2)cc1	i	-5	i	3	0.5	i	i	i	i	-40	-5
CC(=O)N1CCCc2cc(S(=O)(=O)N3CCCC(C(=O)Nc4cc(C)ccc4C)C3)ccc21 (stereo unspecified)	i	-6	i	16	-0.1	i	i	i	i	7	-5
CC(C)Sc1nc2ccccc2[nH]1	i	0	i	3	-1.0	i	i	i	i	-17	-5
Cc1cc(C)nc(NS(=O)(=O)c2ccc(N3C(=O)C4C5C=CC(C5)C4C3=O)cc2)n1 (stereo unspecified)	i	6	i	4	nt	i	i	i	i	10	-4
CC12CN3CC(C)(CN(C1)C3c1ccccc1F)C2 (stereo unspecified)	i	-14	i	-7	-0.1	i	i	i	i	-10	-1
FC(F)(F)c1ccc(-n2ccnc2)nc1	i	1	i	8	-0.2	i	i	i	i	3	-1
COc1ccc(C(=S)N2CCCC2)cc1OC	i	-6	i	3	-1.0	i	i	i	i	5	-3
CCn1cc(C(=O)NCc2ccccc2F)c(=O)c2ccc(C)nc21	i	2	i	3	-1.2	i	i	i	i	-8	2
CC(=O)NNc1cc(N2CCOCC2)nc(N2CCOCC2)n1	i	-2	i	-26	-0.7	i	i	i	i	-2	1
Clc1cccc(/C=N/Nc2nc(Cl)nc3ccccc23)c1	i	7	i	-172	1.5	i	i	i	i	-33	18
COc1ccc2c(c1)c1nc3ccccc3nc1n2Cc1ccc(OC(C)C)c(OC)c1	i	4	i	32	-0.5	-6.7*	i	i	i	-9	-4
Cc1ccc2c(c1)C1(C(=O)N2C)N2CC3(C)CN1CC(C)(C2)C3=O (stereo unspecified)	i	2	i	13	nt	i	i	i	i	-13	1
Cc1ccc(NC(=O)NC(=O)COc2ccc(Cl)cc2Cl)c(C)c1	i	-5	i	0	-0.2	i	i	i	i	10	2
COCCN(C(=O)COC(=O)CCCOc1ccccc1)c1c(N)n(Cc2ccccc2)c(=O)[nH]c1=O	i	nt	i	-4	-0.4	i	i	i	i	nt	14
COc1cccc(N2CCN(C(=O)C3CCN(S(=O)(=O)c4ccc5c(c4)oc(=O)n5C)CC3)CC2)c1	i	1	i	30	0.2	i	i	i	i	-13	-13
COC(=O)c1ccccc1NC(=O)Oc1ccc(F)cc1	i	0	i	-9	0.0	i	i	i	i	-15	-2
COCc1cc(C)nc(OCC(=O)N/N=C\c2cc(C)n(-c3cccc(C(F)(F)F)c3)c2C)c1C#N	i	-4	i	11	-0.5	i	i	i	i	-29	4
COc1ccc(N(Cc2cc3cc(OC)ccc3[nH]c2=O)S(=O)(=O)c2ccc(NC(C)=O)cc2)cc1	i	3	i	93*	-1.2	i	i	i	i	28	12
COc1cc([N+](=O)[O-])ccc1N	i	-5	i	-18	-0.3	i	i	i	i	-19	5
O=C(/C=C/c1ccccc1)Nc1cccnc1	i	-1	i	-143	4.3	i	i	i	i	-88	1
C=CCOC(=O)C1CC=CCC1C(=O)Oc1ccc(F)cc1F (stereo unspecified)	i	8	i	39	0.4	i	i	i	i	-29	-6
Cc1nc(SCc2ccc(Cl)cc2)ncc1C(=O)O	i	4	i	-6	0.0	i	i	i	i	-37	4
Cc1ccc(S(=O)(=O)/N=C(\CN2CCOCC2)N2CCCC2)cc1	i	-1	i	0	0.0	i	i	i	i	-23	-1
CN1C(=O)OC(C)(CCc2ccccc2)C1(C)O (stereo unspecified)	i	-2	i	-5	-2.9	i	i	i	i	-10	4
C=CCN1C(=O)c2ccc(C(=O)OCC(=O)N3CCN(c4ccccc4)CC3)cc2C1=O	i	nt	i	10	0.2	i	i	i	i	nt	2
COc1c(Br)cc(Br)cc1/C=N/NC(=O)c1cccnc1	i	13	i	-6	1.2	i	i	i	i	-9	-2

Later entries.
canonical_smiles	TRPC4 block	IEC-6 cytotox	TRPC4 act	aSyn UTR inh	HIF act	MrgX1 antagonist	TRPC6 activator	TRPC6 inhibitor	TRPC4 PAM	KLF5 inh	SKKanGAS inh
O=C(O)c1ccc(S(=O)(=O)N2CCc3ccccc3C2)cc1	i	3	i	13	0.9	i	i	i	i	5	5
COc1ccc(C(=O)N[C@H](C(=O)NCc2cccs2)C(C)C)cc1	i	3	i	-4	-0.4	i	i	i	i	3	-1
CC1CN(C(=S)NC(=O)c2ccco2)CC(C)O1 (stereo unspecified)	i	-5	i	-10	0.8	i	i	i	i	-17	-4
Cc1ccc(Cl)c(OCC(=O)Nc2ccc(S(=O)(=O)NC3=NCCCCC3)cc2)c1	i	nt	i	-18	-0.3	i	i	i	i	nt	45
CCN(CC)CCNS(=O)(=O)c1ccc2[nH]cc(C(=O)O)c(=O)c2c1	i	-1	i	-6	-0.7	i	i	i	i	-12	-10
COCCNc1nc(-c2cc3ccccc3o2)cs1	i	2	i	-59	0.7	i	i	i	i	-152	-1
CCOC(=O)CSc1nnc(CNc2cccc(Cl)c2)n1C	i	3	i	12	0.1	i	i	i	i	-21	0
CC(C)C(CC(=O)NCc1ccco1)c1ccco1 (stereo unspecified)	i	-4	i	-3	0.3	i	i	i	i	-33	10
Sc1oc(-c2ccccc2)cc1C=Nc1ccccc1	i	-7	i	-117	0.8	i	i	i	i	-22	4
CCOC(=O)C[C@H]1c2cc(F)ccc2S(=O)(=O)N1C1CCCC1	i	nt	i	13	-1.2	i	i	i	i	nt	-1
Cc1c(C(=O)N2CCN(c3ccccc3)CC2)oc2c1C(=O)CC(C)(C)C2	i	2	i	5	-0.4	i	i	i	i	-21	-3
OCC1(Cc2ccccc2)CCCN(C2CCCC2)C1 (stereo unspecified)	i	3	i	6	0.4	i	i	i	i	-13	-2
COc1cc2c(cc1OC)C(c1ccccc1)NCC2 (stereo unspecified)	i	-6	i	6	1.3	i	i	i	i	-28	-2
N#C/C(=C\c1ccc(Cl)cc1Cl)c1n[nH]c(Cn2cncn2)n1	i	1	i	17	0.0	i	i	i	i	-23	2
